HT1080 IDH1KD tx = kills HT-1080 cells with IDH1 knockdown | Potency, µM (highest dose often 46.1 µM), for the others: at the highest dose activity, negative = toxicity, most hits filed as cytotoxic | 360,000 compounds, 2% hits | HT-1080 IDH1 knockdown viability, ATP luminescence, 48 h;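 also: 0% = DMSO wells and -100% = cell-free medium wells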
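Assay cells: HT-1080 with IDH1 knockdown, 750 per well, RPMI/5% FBS. Exposure: 48 h at 37 °C following 2 h pre-incubation. Read: CellTiter-Glo luminescence; fitted concentration-response, curve class assigned.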
GLP1R cytotox = cytotoxicity counter-screen for GLP-1 receptor inverse agonists; HEK293 cAMP-luciferase reporter cells, luminescence, 24 h; Potency, µM (doses to about 38.3 µM), for inactives: at the top dose activity change, negative = inhibition, actives largely listed as inhibitors; 410,000 compounds, 0.13% hits;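 also: loss of luciferase light is scored as toxicity; % is scaled to controls: 0 for no effect and ±100 for the full control effect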
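Seeding density was 200 cells/uL; after overnight-length (12 h) culture, 23 nL compounds went on for 24 h at 37 °C. Readout used a luciferase detection reagent, luminescence taken after 12 min at room temperature.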
HT1080NT lethal = kills 2HG-producing HT-1080-NT fibrosarcoma cells. HT-1080-NT fibrosarcoma viability, CellTiter-Glo ATP luminescence, 48 h. Potency, µM (top dose mostly 46.1 µM), without a hit: at the top dose activity, negative = less viability, usual class: cytotoxic. 360,000 compounds, 1.6% hits. AID 686970;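 also: NT is the 2HG producing partner of a matched IDH1 knockdown line; 0% = DMSO-treated cells and -100% = media-only wells without cells; nearly all actives have a fitted effect of over 55% in size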
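Fibrosarcoma NT cells, 750 per well in 5% FBS RPMI, were exposed to compound for 48 hours. Viability: CellTiter-Glo luminescence.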
KB-3-1 cytotox = kills parental KB-3-1 adenocarcinoma cells. KB-3-1 viability, CellTiter-Glo ATP luminescence, 72 h. Potency, µM (titrated, usually from 46.1 µM), without a hit: top-dose activity change, negative = cytotoxic, most hits filed as cytotoxic. 400,000 compounds, 1.4% hits. AID 1347075; also: % is scaled to controls: 0 for no effect and ±100 for the full control effect; nearly all actives have a fitted effect of over 60% in size
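Using CellTiter-Glo luminescence, growth of non-resistant KB-3-1 adenocarcinoma cells is assessed 72 h after pin-tool compound addition at 37 °C. Normalized responses across the concentration series yield fitted curves.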
GLP-1R agonist = activates the human GLP-1 receptor | Potency, µM (series often up to 45.6 µM), without a hit: at the highest dose activation, most hits filed as activators | HEK293 GLP-1R CRE-luciferase, luminescence, 4-6 h; cells express a hypersensitive GLP-1R form | 380,000 compounds, 0.007% hits; also: % of control where 0% means no effect
Target sequence (P43220 whole entry, looked up): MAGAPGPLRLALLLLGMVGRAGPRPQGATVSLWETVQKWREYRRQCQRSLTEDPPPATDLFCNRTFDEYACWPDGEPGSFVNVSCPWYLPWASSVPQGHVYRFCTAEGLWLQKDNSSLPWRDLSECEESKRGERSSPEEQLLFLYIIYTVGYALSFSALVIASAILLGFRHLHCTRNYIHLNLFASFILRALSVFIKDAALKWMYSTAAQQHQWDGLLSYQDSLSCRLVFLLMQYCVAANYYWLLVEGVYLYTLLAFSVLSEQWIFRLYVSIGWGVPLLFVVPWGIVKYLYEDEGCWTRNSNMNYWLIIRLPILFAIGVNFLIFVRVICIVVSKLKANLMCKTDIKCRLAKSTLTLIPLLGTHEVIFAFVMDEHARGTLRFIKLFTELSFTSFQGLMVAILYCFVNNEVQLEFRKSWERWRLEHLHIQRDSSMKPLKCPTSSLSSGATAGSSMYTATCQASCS
KB-V1 cytotox = KB-V1 MDR subline cytotoxicity. 400,000 compounds, 3.4% hits. KB-V1 MDR cells viability, CellTiter-Glo, 72 h. AID 1347076. Potency, µM (top dose mostly 46.1 µM), without a hit: at the top dose activity change, negative = cytotoxicity, most hits filed as cytotoxic; also: % is scaled to controls: 0 for no effect and ±100 for the full control effect; nearly all actives have a fitted effect of over 60% in size
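Cells of the MDR subline KB-V1 are plated, dosed with compound at multiple concentrations, and incubated 72 h at 37 degrees C; CellTiter-Glo is then added and luminescence read after 10 min.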
SW480 rerep = inducers of DNA re-replication in SW480 colon cancer cells. SW480 DNA re-replication, Hoechst DNA content imaging, 48 h. Potency, µM (doses to about 46.1 µM), inactives show top-dose re-replication activation, actives largely listed as activators. 340,000 compounds, 1.8% hits; also: % of control where 0% means no effect; nearly all actives have a fitted effect of over 55% in size
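First, 250 cells per well were seeded. Next, compound or vehicle (23 nL) was pinned in, plates sat 48 hr at 37 C. Finally Hoechst was added for 40 min before fluorescence scanning.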
GLP1R inv ag = acts as inverse agonist at human GLP-1 receptor; Potency, µM (titrated, usually from 38.3 µM), inactives show at the highest dose activity change, negative = inhibition, hits mostly inhibitors; HEK293 GLP-1R CRE-luciferase, luminescence, 24 h; GLP-1R form is constitutively active; 410,000 compounds, 1.6% hits; AID 624417; also: % is scaled to controls: 0 for no effect and ±100 for the full control effect; nearly all actives have a fitted effect of over 55% in size
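Inverse agonism was detected as reduced cAMP-driven luciferase luminescence after 24 h compound treatment. The cells were HEK293 clones expressing constitutively active human GLP-1R with the reporter. Reporter-only and GPR119 cell lines served as counterscreen controls.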
TDP-43 yeast inh = inhibitors of TDP-43 toxicity in yeast | TDP-43 expressing yeast growth rescue, BacTiter-Glo, 24 h | Potency, µM (top dose mostly 46.1 µM), inactives show at the highest dose growth rescue (activation), actives largely listed as activators | 410,000 compounds, 1.8% hits | AID 652104; also: % of control where 0% means no effect; nearly all actives have a fitted effect of over 50% in size
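Yeast expressing TDP-43 (pregrown in raffinose, seeded at OD600=0.02 in galactose medium) exposed to compounds 24 hr at 30 deg C. Growth read by BacTiter-Glo luminescence; rescue of toxicity appears as increased signal.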
* hit, by the source's call; ? = inconclusive; . = not tested or not shown; [ ] = remark or other dose. Calls follow the shape of the dose curve; as a rule, active = well fitted curve in the direction sought with a large enough effect; inconclusive = small, poorly fitted or top-dose-only effect, or another doubt; inactive = no such curve, though single readings can be large; an effect the other way counts as inactive or inconclusive. Potency is read from the fitted curve at half-maximal effect. Rows were taken by chance; about 9.4% have a hit in one of these screens.

SMILES	HT1080 IDH1KD tx	GLP1R cytotox	HT1080NT lethal	KB-3-1 cytotox	GLP-1R agonist	KB-V1 cytotox	SW480 rerep	GLP1R inv ag	TDP-43 yeast inh
CCCn1c(SCC(=O)c2ccc3c(c2)OCCO3)nc2c1c(=O)n(C)c(=O)n2C	2%	-11%	7%	13%	-9%	-6%	?	13%	-10%
Cc1nc(SCC(=O)CC(=O)OC(C)C)c(C#N)c(C)c1C	0%	2%	8%	-8%	0%	19%	16%	0%	?
Cc1ccccc1N1CCN(S(=O)(=O)CC23CCC(CC2=O)C3(C)C)CC1 (stereo not drawn)	7%	1%	0%	-4%	-6%	1%	16%	-8%	5%
CC1CCc2c(sc(NC(=O)c3ccc(N4C(=O)CCC4=O)cc3)c2C(N)=O)C1 (stereo not drawn)	9%	1%	12%	15%	7%	?	?	6%	1%
COc1ccc(C=CC(=O)c2ccc3cc(OC)c(OC)cc3c2)cc1OC	?	4%	-24%	?	-1%	-28%	.	?	?
Cc1ccc(S(=O)(=O)c2nc(-c3ccccc3)oc2N2CCCC2)cc1	7%	-9%	7%	-11%	-6%	-16%	-17%	3%	0%
CCNS(=O)(=O)c1ccc2c3c(cccc13)C(=O)N2	-1%	183%[activator]	-11%	0%	12%	?	-9%	0%	7%
Cc1nn(-c2ccccc2)c2c1cc1c(=O)n(C)c(=O)nc-1n2-c1ccccc1F	-3%	-22%	0%	2%	5%	-1%	-1%	10%	-17%
Cn1c(=O)c2c(ncn2CCCC(=N)N2CCOCC2)n(C)c1=O	15%	-1%	12%	10%	-1%	0%	0%	31%	23%[9.22 µM]
CCOc1ccc(C2N3CC4(C(C)C)CN2CC(C(C)C)(C3)C4=O)cc1OC (stereo not drawn)	.	1%	.	11%	.	-14%	.	9%	11%
COc1ccc(Cl)cc1Nc1cc(C)nc2nc(-c3ccccc3C)nn12	.	1%	.	-3%	.	10%	.	8%	13%
COC(=O)c1sccc1NC(=O)c1ccc(OC)cc1OC	-2%	1%	2%	-1%	5%	?	0%	21%	5%
CC(C)(C)c1ccc(Oc2ccc(NC(=O)CCCC(=O)O)cn2)cc1	-3%	11%	-5%	-3%	-3%	11%	-3%	1%	-32%[inhibitor]
CC(C)(C)C(=O)N1CCC2CC1c1cc(Cl)ccc12 (stereo not drawn)	9%	-5%	14%	19%	6%	8%	20%[9.22 µM]	-27%	44%
CCOc1ccc(N2C(=O)CC(N3CCN(c4ccc(F)cc4)CC3)C2=O)cc1 (stereo not drawn)	-1%	6%	10%	20%	1%	0%	-15%	18%	20%
Cc1ccc(C(=O)Nc2ccc(Br)c(C(F)(F)F)c2)cc1	?	-27%	-26%	?	-9%	-2%	?	0%	-13%
Cc1ccc(NC(=O)Nc2cc(S(C)(=O)=O)ccc2Cl)cc1	-1%	2%	-1%	11%	9%	9%	-9%	-26%	1%
CCOC(=O)N1CCN(C(=O)CSc2nnc(CNC(=O)c3ccccc3F)o2)CC1	-4%	-18%	3%	3%	0%	9%	0%	6%	-3%
CCn1c(Cn2nnc(-c3ccccc3)n2)nnc1SCC(=O)Nc1ccc(C(C)=O)cc1	-5%[9.24 µM]	-15%	-3%	-2%	-1%	1%	-1%	5%	-13%
CCCCNC(=O)/C(=C\c1ccc([N+](=O)[O-])o1)NC(=O)c1ccccc1	0%	-19%	-12%	-2%	4%	?	?	-1%	17%
COCCCn1c(SCC(=O)Nc2ccccc2F)nnc1-c1ccoc1C	0%	1%	10%	6%	10%	?	-1%	-1%	17%
CCOc1ccccc1NC(=O)C1=C(C)NC(=O)NC1c1cccs1 (stereo not drawn)	10%	1%	-4%	-6%	14%	-20%	0%	13%	-6%
Cc1ccc(NC(=O)Nc2ccc3c(c2)CCC3)cc1	-2%	-18%	18%	0%	6%	1%	2%	-28%	4%
COc1ccc(C(=O)Nc2ccc(-c3nc4ncccc4o3)cc2C)cc1Br	.	5%	.	-1%	1%	0%	.	-19%	11%
CCOC(=O)Cc1csc(NC(=O)C2CCCCC2C(=O)O)n1 (stereo not drawn)	3%	-5%	0%	-5%	3%	3%	10%	16%	-17%
Cc1ccc2c(C)c(C(=O)NCC3CCOCC3)oc2c1C	-10%	-10%	-1%	3%	8%	-2%	.	-4%	?
CNC(=S)N(CCc1ccccc1)Cc1cc2cc(OC)c(OC)cc2[nH]c1=O	-5%	-1%	-5%	17%	3%	?	-37%[inhibitor]	21%	6%
O=C(CSc1nnc(-c2ccccc2)n1Cc1ccccc1)N1CCCC1	-7%	-22%	0%	-1%	2%	-18%	2%	?	2%
COc1ccc(-c2csc(N(CCc3ccc(OC)c(OC)c3)C(=O)COc3ccccc3)n2)cc1	12%	10%	5%	-1%	-1%	3.7µM*	-9%	5%	-14%
CCC(C)[C@H](NC(=O)NCc1ccc(S(N)(=O)=O)cc1)C(=O)O (stereo partly drawn)	5%	-5%	4%	5%	-1%	0%	-4%	-3%	8%
CC(C)(C)OC(=O)NC1CCN(S(=O)(=O)c2ccc3c(c2)OCCO3)CC1	4%	-1%	5%	-15%	-3%	-7%	-3%	-9%	7%
O=[N+]([O-])c1cccnc1Sc1ccc(Br)cc1	7%	-4%	10%	-1%	7%	13%	-111%[inhibitor]	-10%	13µM*
COCCCNC(=O)CCCn1c(=O)[nH]c2ccccc2c1=O	3%	-2%	-1%	-11%	-7%	3%	3%	0%	10%
Cc1cccc(C)c1NC(=O)C1c2ccccc2OCC(=O)N1CCCN1CCOCC1 (stereo not drawn)	13%	4%	18%	9%	-4%	-1%	.	22%	13%
COc1ccc(CCC(=O)Nc2ccc(S(=O)(=O)NC3=NCCCCC3)cc2)cc1	1%	-3%	3%	27%	0%	10%	.	15%	17%
COC(=O)c1nnn(-c2nonc2N)c1CSc1nc2ccccc2o1	-28%	1%	-24%	-7%	0%	-10%	-3%	21%	-18%
Cc1ccc(CN(C(=O)c2ccccc2[N+](=O)[O-])c2ccccn2)cc1	.	2%	.	5%	.	-3%	.	5%	19%
O=C(Cn1ccnc1)c1ccc(Cl)cc1	-2%	3%	-3%	-4%	-5%	-5%	0%	54%[activator]	12%
Cc1cccc(C)c1N(CC(=O)NCc1ccc(F)cc1)C(=O)c1csnn1	3%	-10%	0%	-2%	-5%	-1%	-8%	-15%	0%
O=C(c1cc(S(=O)(=O)N2CCOCC2)ccc1Cl)N1CCN(c2ccccn2)CC1	-10%	-5%	-14%	-3%	0%	-12%	-3%	-11%	.
N#C/C(=C\c1cccnc1)C(=O)Nc1cccc(Cl)c1	-1%	-4%	-10%	-29%	10%	5%	0%	-22%	-35%
O=C(NCc1cccnc1)Nc1ccccc1C(F)(F)F	-6%	1%	-4%	-5%	1%	?	-3%	6%	2%
CN1C(C(=O)NCc2ccccc2)CC2Cn3c(nc4cc5ccccc5cc43)C21 (stereo not drawn)	0%	6%	-1%	0%	-2%	4%	1%[9.22 µM]	-5%	16%
CCCN(CCC)C(=O)CC(c1ccc(F)cc1)c1ccco1 (stereo not drawn)	-9%	-25%	-19%	-2%	-2%	1%	-3%[9.22 µM]	?	15%
S=C(Nc1ccc(Cl)cc1)Nc1ccc2c(c1)OCCO2	0%	-8%	4%	6%	-4%	28%	5.2µM*	?	?

Entries of single compounds from above. Screens in order: HT1080 IDH1KD tx, GLP1R cytotox, HT1080NT lethal, KB-3-1 cytotox, GLP-1R agonist, KB-V1 cytotox, SW480 rerep, GLP1R inv ag, TDP-43 yeast inh
Cc1cccc(C)c1N(CC(=O)NCc1ccc(F)cc1)C(=O)c1csnn1 in the list: 3%, -10%, 0%, -2%, -5%, -1%, -8%, -15%, 0%
Cc1ccc(CN(C(=O)c2ccccc2[N+](=O)[O-])c2ccccn2)cc1 in the list: ., 2%, ., 5%, ., -3%, ., 5%, 19%

The results go on.
SMILES	HT1080 IDH1KD tx	GLP1R cytotox	HT1080NT lethal	KB-3-1 cytotox	GLP-1R agonist	KB-V1 cytotox	SW480 rerep	GLP1R inv ag	TDP-43 yeast inh
CN1CCN(C(=S)NC(=O)c2cccc(S(=O)(=O)N(C)C)c2)CC1	5%	-10%	3%	5%	-3%	?	6%[1.84 µM]	-9%	.
Cc1c(C)n(Cc2ccc(Cl)cc2)c2ccc(C(=O)NCCc3ccc(S(N)(=O)=O)cc3)cc12	.	-10%	.	?	.	-1%	.	-12%	-6%
CN1CCN(C(=S)Nc2ccc(S(N)(=O)=O)cc2)CC1	12%	-3%	0%	-1%	-2%	6%	-36%[inhibitor]	0%	0%
CC(=O)N1N=C(c2ccc(Br)cc2)OC12CCCC2	10%	1%	22%	12%	-1%	15%	-5%	11%	24%
Oc1ccc(-n2nnnc2SCc2ccccc2Br)cc1	?	-20%	?	-24%	-10%	-29%	?	?	?
CCCCCCCNC(=O)C1(CC2CC(c3cccc(Br)c3)=NO2)CCN(C(=O)c2ccccc2)CC1 (stereo not drawn)	-2%	9%	-3%	4%	2%	12%	25%	?	22%
Cc1ccc(/C=N/Nc2ccc(C(=O)O)cc2)o1	-11%	1%	1%	-2%	2%	5%	?	8%	3%
CC1CCc2c(sc(NC(=O)C(=O)NCc3ccco3)c2C#N)C1 (stereo not drawn)	0%	10%	6%	-3%	0%	-24%	0%	-8%	-2%
Cc1occc(=O)c1OCc1ccccc1	20%	13%[7.66 µM]	16%	16%	4%	3%	-3%	8%[7.66 µM]	8%[9.22 µM]
Cc1ccccc1OCCCCn1nnc2sc3c(c2c1=O)CCC(C)C3 (stereo not drawn)	.	-5%	.	-4%	.	12%	.	3%	16%
CCOC(=O)C1(CC2CC2)CCN(Cc2ccc(C(=O)OC)cc2)CC1	20%	-1%	-1%	5%	8%	-15%	?	?	-6%

Taken from above:
In TDP-43 yeast inh, Cc1c(C)n(Cc2ccc(Cl)cc2)c2ccc(C(=O)NCCc3ccc(S(N)(=O)=O)cc3)cc12 reads -6%
In GLP-1R agonist, CCCCCCCNC(=O)C1(CC2CC(c3cccc(Br)c3)=NO2)CCN(C(=O)c2ccccc2)CC1 (stereo not drawn) reads 2%
In HT1080NT lethal, Cc1occc(=O)c1OCc1ccccc1 reads 16%

Screens deposited in PubChem by National Center for Advancing Translational Sciences (NCATS).
